Screening data as filed in PubChem.
PglD DTNB: inhibitors of Campylobacter jejuni PglD acetyltransferase; AID 602405; purified PglD enzyme, DTNB colorimetric CoA detection; hit rate 0.098% among 360,000; inhibition, % at 12.5 µM; in the data active means inhibition above about 16%, passing the limit was not always enough; further: strong numbers were not always called active
Cneo AK release: Cryptococcus neoformans lysis via adenylate kinase release. hit rate 0.2% among 360,000. lysis activity, % at 15 µM. C. neoformans lysis, adenylate kinase release luminescence, 4 h; normalised: neutral wells 0, clomiphene wells 100;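 active means mean lysis activity across replicates of at least 80%, whatever share of replicates individually reach that level; inactive means mean lysis activity below 80%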
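read-out = cell lysis signal | test system = log-phase Cryptococcus neoformans yeast cells | input = cells at 5 × 10^6 per mL | medium = fresh YPD growth medium | signal = luminescent adenylate kinase detection reagent | timing = 4 h at 37 °C static, read 1 h later | dosing = single dose | controls = Clomiphene as positive lysis control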
ERAP1 HTS inh: blocks human ERAP1 aminopeptidase activity; Q9NZ08; inhibition, % at 10.7 µM; AID 652197; recombinant ERAP1, Leu-AMC fluorescence, 60 min; hit rate 0.15% among 340,000;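 active means mean replicate inhibition of at least 30%, or all replicates individually reaching that 30% level; inactive means mean below 30% and not every replicate reaching it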;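 further: 0% = neutral control wells and 100% = L-leucinethiol positive control wells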
Target sequence (Q9NZ08 whole entry, looked up): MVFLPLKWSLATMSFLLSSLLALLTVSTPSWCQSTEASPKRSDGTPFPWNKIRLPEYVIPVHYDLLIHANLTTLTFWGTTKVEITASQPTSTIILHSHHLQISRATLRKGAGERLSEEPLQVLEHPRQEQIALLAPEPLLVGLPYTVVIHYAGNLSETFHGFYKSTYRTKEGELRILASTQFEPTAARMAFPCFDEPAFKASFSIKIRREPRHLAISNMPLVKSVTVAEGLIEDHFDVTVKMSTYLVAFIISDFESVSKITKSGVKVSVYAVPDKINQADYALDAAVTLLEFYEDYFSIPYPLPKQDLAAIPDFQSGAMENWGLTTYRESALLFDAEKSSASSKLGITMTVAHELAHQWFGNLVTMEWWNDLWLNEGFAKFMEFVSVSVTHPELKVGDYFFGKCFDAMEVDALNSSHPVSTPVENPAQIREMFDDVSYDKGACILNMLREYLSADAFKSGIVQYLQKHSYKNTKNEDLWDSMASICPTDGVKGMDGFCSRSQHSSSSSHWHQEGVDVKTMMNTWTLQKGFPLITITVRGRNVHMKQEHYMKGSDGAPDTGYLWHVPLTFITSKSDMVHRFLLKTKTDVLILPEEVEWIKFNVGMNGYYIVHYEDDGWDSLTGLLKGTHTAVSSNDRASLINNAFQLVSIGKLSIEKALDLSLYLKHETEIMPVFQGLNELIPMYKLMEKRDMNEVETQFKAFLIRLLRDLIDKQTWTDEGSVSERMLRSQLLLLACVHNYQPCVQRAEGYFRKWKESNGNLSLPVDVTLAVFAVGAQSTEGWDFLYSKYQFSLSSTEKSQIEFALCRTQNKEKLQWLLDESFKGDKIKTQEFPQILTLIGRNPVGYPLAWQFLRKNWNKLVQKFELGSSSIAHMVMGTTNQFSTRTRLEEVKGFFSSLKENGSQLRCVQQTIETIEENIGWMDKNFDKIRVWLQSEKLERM
E-selectin induc: induces E-selectin expression in human endothelial cells; P16581; HUVEC E-selectin immunofluorescence imaging; normalized: neutral wells 0, TNF-alpha wells 100; activation, % at 7.58 µM; hit rate 0.37% among 260,000; AID 686992;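 active means mean E-selectin-positive cell signal at least 10% of the positive control, reached in at least 60% of replicates, without over 20% cell loss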;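 further: in these data hits start at about 27%; measured in HUVEC primary endothelial cells; signal is the percent of cells scored E-selectin positive by PE staining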
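System: HUVEC, human umbilical vein endothelial cells; quantity: 3,000 cells/well; buffer or medium: EGM-2 medium, gelatin-coated wells; dosing: single-point compound dose; detection: immunofluorescence imaging; evaluation: % PE-positive cells; benchmarks: TNF-alpha, DMSO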
miR122 inh: miR-122 inhibition in Huh7 cells. Huh7 miR-122 Renilla luciferase sensor, 48 h; neutral wells = 0, positive control = 100. activation (reporter increase), % at 12.5 µM. hit rate 0.3% among 340,000;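 active means mean replicate activation score at least 90 and every replicate individually at or above 90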;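 further: higher luciferase means less miR-122 activity so hits act as miR-122 inhibitors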
PGC1a acetyl inh: modulators of PGC1a acetylation; hit rate 0.17% among 350,000; inhibition, % at 15.6 µM; U2OS PGC1a acetylation, AlphaScreen anti-acetyl-lysine; with virally co-expressed GCN5 acetyltransferase;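 active means every replicate shows inhibition of at least 40%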;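 further: 0% = neutral control wells and 100% = positive control wells; some results beyond the cut were filed as inactive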
RAD54 branch: RAD54 (human) branch migration inhibition; RAD54 Holliday junction branch migration, FAM/BHQ fluorescence; Q92698; inhibition, % at 10.4 µM; hit rate 0.14% among 360,000;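 active means mean normalized replicate activity at least 40 and at least half of replicates scoring 40 or more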;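 further: 0% = median of neutral control wells and 100% = median of positive control wells; inhibitors cause a drop in the FAM fluorescence signal; in these data hits start at about 50%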
RAD52 anneal inh: inhibitors of human RAD52 DNA annealing; hit rate 0.46% among 360,000; recombinant RAD52 DNA annealing, FRET fluorescence; inhibition, % at 18.7 µM;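 active means every replicate showing at least 50% inhibition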
An asterisk follows results filed as active; & = joins results of further samples; [ ] = another dose, or the depositor's remark.

Screening CCS(=O)(=O)N1CCC(c2nc3ccccc3[nH]2)CC1 returned PglD DTNB 0, Cneo AK release -1, ERAP1 HTS inh -2, miR122 inh -3, PGC1a acetyl inh 7, RAD54 branch -6 and RAD52 anneal inh -14.
For CCN(CC)C(=O)C1CCCN(Cc2ccccc2F)C1 (stereo not drawn) the results were PglD DTNB 5, Cneo AK release 1, miR122 inh -14, PGC1a acetyl inh -2 and RAD54 branch 5.
Screening CC(C)CCNC(=O)C1CCN(S(=O)(=O)c2ccc(-n3cnnn3)cc2)CC1 returned PglD DTNB 2, Cneo AK release 3, ERAP1 HTS inh -5, miR122 inh -2, PGC1a acetyl inh 8, RAD54 branch 8 and RAD52 anneal inh -6.
Screening O=C(C[C@@H]1CC[C@H]2[C@@H](COC[C@@H](O)CN2Cc2cccc(F)c2)O1)NCc1ccncc1 returned PglD DTNB -5, Cneo AK release 2, ERAP1 HTS inh 0, E-selectin induc 0.0, miR122 inh 5[16.7 µM], PGC1a acetyl inh -8, RAD54 branch -8 and RAD52 anneal inh -19.
Screening Cc1nc(N)nc(C)c1Cc1ccccc1 returned PglD DTNB -10, Cneo AK release 2, miR122 inh -5, PGC1a acetyl inh 3 and RAD54 branch -8.
Screening O=C(CNC(=O)c1ccccc1)NCc1ccc(Cl)cc1 returned PglD DTNB 1, Cneo AK release 4, ERAP1 HTS inh -3, miR122 inh -1, PGC1a acetyl inh 4, RAD54 branch -7 and RAD52 anneal inh 3.
For N#C[C@@H]1[C@H](c2ccc(C3=CCCCC3)cc2)[C@@H](CO)N1S(=O)(=O)c1cccc(F)c1 the results were PglD DTNB 0, Cneo AK release 6, ERAP1 HTS inh 2, E-selectin induc 0.2, PGC1a acetyl inh -10, RAD54 branch 3 and RAD52 anneal inh 0.
For Oc1ccccc1C1Nc2cccc3cccc(c23)N1 the results were PglD DTNB 2, Cneo AK release 4, miR122 inh 7, PGC1a acetyl inh 4 and RAD54 branch -6.
`CCCN(CC(=O)Nc1ccccc1C)C(=O)c1ccc(COc2ccccc2)cc1` gave PglD DTNB 0, Cneo AK release 0, ERAP1 HTS inh -3, E-selectin induc -0.2, miR122 inh -5, PGC1a acetyl inh -9, RAD54 branch 4 and RAD52 anneal inh -9.
COc1ccc(S(=O)(=O)Nc2ccc3c(c2)OC[C@@H](C)N(C(=O)NC(C)C)C[C@@H](C)[C@H](OC)CN(C)C3=O)cc1 was read as PglD DTNB 1, Cneo AK release -67, ERAP1 HTS inh 1, E-selectin induc -0.2, PGC1a acetyl inh 18, RAD54 branch -6 and RAD52 anneal inh -9.
Screening CCC(=O)N(C)C[C@H]1Oc2cc(C#CC3(O)CCCC3)ccc2S(=O)(=O)N([C@H](C)CO)C[C@H]1C returned PglD DTNB 0, Cneo AK release 3, ERAP1 HTS inh -4, E-selectin induc 0.3, miR122 inh 7[16.7 µM], PGC1a acetyl inh -4, RAD54 branch 6 and RAD52 anneal inh -1.
For COCC(=O)Nc1ccc2c(c1)C(=O)N(C)[C@H]1CC[C@@H](CC(=O)NCC3CC3)O[C@@H]1CO2 the results were PglD DTNB 0, Cneo AK release -1, ERAP1 HTS inh 0, E-selectin induc 0.1, miR122 inh 2[16.7 µM], PGC1a acetyl inh 1, RAD54 branch -9 and RAD52 anneal inh -4.
`COC(=O)CCCC1=CC2=C(c3ccccc3)C(=O)C(C)(OC(=O)C3CCCC3)C(=O)C2=CN1CC(C)C` (stereo not drawn) gave PglD DTNB 2, Cneo AK release -2, ERAP1 HTS inh -6, E-selectin induc -0.1, miR122 inh -3, PGC1a acetyl inh -1, RAD54 branch -4 and RAD52 anneal inh -31.
`CCNC(=S)N1CCC(Cc2ccccc2)CC1` gave PglD DTNB 0, Cneo AK release 0, ERAP1 HTS inh -3, E-selectin induc -0.3, miR122 inh -5, RAD54 branch 4 and RAD52 anneal inh -4.
`COc1cccc(-c2cnc3cccnn23)c1` gave PglD DTNB -1, Cneo AK release 0, ERAP1 HTS inh 14, E-selectin induc 0.3, miR122 inh -1, PGC1a acetyl inh 11, RAD54 branch 1 and RAD52 anneal inh -7.
Screening CCCCOc1cccc(C2/C(=C(\O)c3ccc4c(c3)OCCO4)C(=O)C(=O)N2CCN2CCOCC2)c1 (stereo not drawn) returned PglD DTNB -4, Cneo AK release 1, ERAP1 HTS inh 2, miR122 inh 2, PGC1a acetyl inh -2, RAD54 branch 9 and RAD52 anneal inh -14.
Screening Cc1ccc(-c2csc(N/N=C/c3ccco3)n2)cc1 returned PglD DTNB 7, Cneo AK release 1, miR122 inh 2, PGC1a acetyl inh 4 and RAD54 branch 5.
`COc1cc(N/N=C(\C)c2ccc(N)cc2)nc(-c2ccccc2)n1` gave ERAP1 HTS inh -1, E-selectin induc 0.9, PGC1a acetyl inh -9 and RAD52 anneal inh -11.
CCOc1cc2[nH]c(=S)n(CCN3CCC(C)CC3)c(=O)c2cc1OCC was read as PglD DTNB -2, ERAP1 HTS inh -6, miR122 inh -7, PGC1a acetyl inh 3, RAD54 branch 27 and RAD52 anneal inh 6.
`CC(=O)N1CCOc2ccc(S(=O)(=O)N3CCCC(C)C3)cc21` (stereo not drawn) gave PglD DTNB 7, Cneo AK release 11, ERAP1 HTS inh -1, miR122 inh 1, PGC1a acetyl inh 7, RAD54 branch -3 and RAD52 anneal inh -12.
`COc1ccc(-n2c(N)cc(=O)nc2SCC(=O)N2CCN(c3ccccc3)CC2)cc1` gave PglD DTNB 3, Cneo AK release -1, ERAP1 HTS inh 0, E-selectin induc 0.0, RAD54 branch -6 and RAD52 anneal inh -5.
COc1cccc(C(CC(=O)O)NS(=O)(=O)c2ccc3c(c2)N(C(C)=O)CC(C)O3)c1 (stereo not drawn) was read as PglD DTNB -2, Cneo AK release -3, ERAP1 HTS inh -5, miR122 inh 6, PGC1a acetyl inh 0, RAD54 branch 1 and RAD52 anneal inh -11.
For N=c1sccn1CC(=O)NCCc1ccc(Cl)cc1Cl the results were PglD DTNB 2, Cneo AK release -1, miR122 inh 0, PGC1a acetyl inh -7 and RAD54 branch -3.
`COc1cc(C(c2c(NC(=O)c3ccco3)sc(C)c2C)N2CCOCC2)cc(OC)c1OC` (stereo not drawn) gave PglD DTNB 9, Cneo AK release 3, ERAP1 HTS inh -1, E-selectin induc 0.0, miR122 inh -7, PGC1a acetyl inh -3, RAD54 branch -13 and RAD52 anneal inh -5.
`O=C(Nc1ccccc1Cl)NC1(C(=O)N2CCOCC2)CCCCC1` gave PglD DTNB 5, Cneo AK release 0, ERAP1 HTS inh -1, E-selectin induc 0.2, miR122 inh -4, PGC1a acetyl inh 1, RAD54 branch 4 and RAD52 anneal inh -2.
`O=C(CN(C(=O)c1ccc(Cl)cc1)N1C(=O)C2CCCCC2C1=O)c1ccc(Cl)cc1` (stereo not drawn) gave PglD DTNB -5, Cneo AK release -1, PGC1a acetyl inh -12 and RAD54 branch 3.
Screening CS(=O)(=O)c1ccc(NCC2CCCO2)c([N+](=O)[O-])c1 (stereo not drawn) returned PglD DTNB -6, Cneo AK release 2, ERAP1 HTS inh 1, E-selectin induc -0.1, RAD54 branch 7 and RAD52 anneal inh -11.
Screening O=C1C2C3C=CC(C3)C2C(=O)N1c1ncc([N+](=O)[O-])s1 (stereo not drawn) returned PglD DTNB -4, Cneo AK release -1, ERAP1 HTS inh 5, E-selectin induc 0.0, PGC1a acetyl inh -2, RAD54 branch 4 and RAD52 anneal inh -6.
For COc1ccccc1NC(=O)C(=O)NCCC1CCCCN1S(=O)(=O)c1ccccc1 (stereo not drawn) the results were PglD DTNB 2, Cneo AK release 1, ERAP1 HTS inh 0, E-selectin induc -0.1, miR122 inh -4, RAD54 branch 1 and RAD52 anneal inh -2.
For O=C(CCCc1ccccc1)NCCS(=O)(=O)N1CCN(c2ccc(F)cc2)CC1 the results were PglD DTNB 6, Cneo AK release 2, ERAP1 HTS inh 4, RAD54 branch -7 and RAD52 anneal inh 3.
For O=S(=O)(c1ccc(F)cc1)N1CCCC(c2nc(-c3ccc(F)cc3)no2)C1 (stereo not drawn) the results were PglD DTNB 6, Cneo AK release 2, ERAP1 HTS inh 1, E-selectin induc 0.0, RAD54 branch 13 and RAD52 anneal inh -14.
CN(C)c1ccc(-c2nnn(CC(=O)N3c4ccccc4CCc4ccccc43)n2)cc1 was read as PglD DTNB 1, Cneo AK release -1, ERAP1 HTS inh 0, PGC1a acetyl inh -1, RAD54 branch -6 and RAD52 anneal inh -18.
Screening CC(NC(=O)COc1ccc(-c2nnco2)cc1)c1ccc(Cl)cc1Cl (stereo not drawn) returned PglD DTNB 8, miR122 inh 0, PGC1a acetyl inh 9 and RAD54 branch -4.
Screening C[C@@H]1CN([C@H](C)CO)C(=O)Cc2cc(NS(C)(=O)=O)ccc2O[C@@H]1CN(C)C(=O)Nc1ccc2c(c1)OCO2 returned PglD DTNB 4, Cneo AK release 0, E-selectin induc -1.7, miR122 inh 8[16.7 µM], PGC1a acetyl inh -11 and RAD54 branch -4.
O=C(NN=Cc1c(F)c(F)c(F)c(F)c1F)c1ccc(NS(=O)(=O)c2cccs2)cc1 was read as PglD DTNB 4, Cneo AK release 1, ERAP1 HTS inh -1, E-selectin induc 0.6, PGC1a acetyl inh 5, RAD54 branch -3 and RAD52 anneal inh -17.
For COC(=O)N(C)C[C@H]1OCc2cn(nn2)CCCC(=O)N([C@H](C)CO)C[C@@H]1C the results were PglD DTNB -47, Cneo AK release 100*, ERAP1 HTS inh -4, E-selectin induc -0.3, miR122 inh 3[16.7 µM], PGC1a acetyl inh 5, RAD54 branch 2 and RAD52 anneal inh 12&-9.

Brought forward from above: 2 compounds, followed by the next part.
O=C(NN=Cc1c(F)c(F)c(F)c(F)c1F)c1ccc(NS(=O)(=O)c2cccs2)cc1 was read as PglD DTNB 4, Cneo AK release 1, ERAP1 HTS inh -1, E-selectin induc 0.6, PGC1a acetyl inh 5, RAD54 branch -3 and RAD52 anneal inh -17.
For COC(=O)N(C)C[C@H]1OCc2cn(nn2)CCCC(=O)N([C@H](C)CO)C[C@@H]1C the results were PglD DTNB -47, Cneo AK release 100*, ERAP1 HTS inh -4, E-selectin induc -0.3, miR122 inh 3[16.7 µM], PGC1a acetyl inh 5, RAD54 branch 2 and RAD52 anneal inh 12&-9.
`COc1ccccc1N1CCN(C(=O)CCS(=O)(=O)c2ccc3c(c2)NC(=O)C(C)S3)CC1` (stereo not drawn) gave PglD DTNB 6, Cneo AK release 2, ERAP1 HTS inh 7, E-selectin induc 1.9, miR122 inh -4, PGC1a acetyl inh 3, RAD54 branch 6 and RAD52 anneal inh -16.
Screening O=C(O)c1cccc(-n2cccc2/C=C2/SC(=O)N(CC(=O)N3CCCC3)C2=O)c1 returned PglD DTNB 0, Cneo AK release 0, ERAP1 HTS inh 11, E-selectin induc -0.1, miR122 inh -2, PGC1a acetyl inh 19, RAD54 branch -6 and RAD52 anneal inh -31.
`CCn1c(=O)c2c(nc3n2CCCN3Cc2ccccc2)n(C)c1=O` gave PglD DTNB -4, Cneo AK release 1, ERAP1 HTS inh 4, E-selectin induc -0.2, miR122 inh -11, PGC1a acetyl inh 12, RAD54 branch -7 and RAD52 anneal inh 2.
For COCc1cc(=O)n2[nH]c(-c3ccc(C)cc3)cc2n1 the results were PglD DTNB 1, Cneo AK release -1, miR122 inh 8, PGC1a acetyl inh 3 and RAD54 branch 0.
C[C@@H]1CN([C@@H](C)CO)C(=O)c2cccc(NC(=O)c3ccncc3)c2O[C@@H]1CN(C)C was read as PglD DTNB 7, Cneo AK release 56, ERAP1 HTS inh 3, miR122 inh 112*[16.7 µM], PGC1a acetyl inh -7, RAD54 branch 2 and RAD52 anneal inh 5.
Screening COc1ccc(/C=C/c2nc(N)nc(-c3ccccc3O)n2)cc1 returned PglD DTNB -2, Cneo AK release -3, ERAP1 HTS inh -6, E-selectin induc 0.2, miR122 inh 4, RAD54 branch -2 and RAD52 anneal inh -1.
